Rab7 wt GTP bind – alters GTP binding to wildtype dog Rab7; GST-Rab7 beads, fluorescent GTP binding, flow cytometry; actives lie on both sides; untreated = 100%, excess cold GTP = 0%; GTP binding activity (percent of control), % at 10 µM; 190,000 compounds, 0.055% hits; AID 758;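 active = fluorescent GTP binding to Rab7 beads changed by at least 20 points from the 100% baseline, either direction, mostly lower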;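 also: median green fluorescence of bound Bodipy-FL-GTP per Rab7 bead population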
Mcl-1 Bim block – inhibitors of Bim-Mcl-1 interaction, human. Q07820. Bead-based flow cytometry, Bim peptide-Mcl-1 binding. AID 1009. inhibition, % at 10 µM. 190,000 compounds, 0.1% hits; in the data active = inhibition above about 40%;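 also: 0% = no compound tracer wells and 100% = peptide blocker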
Target sequence (Q07820 whole entry, looked up): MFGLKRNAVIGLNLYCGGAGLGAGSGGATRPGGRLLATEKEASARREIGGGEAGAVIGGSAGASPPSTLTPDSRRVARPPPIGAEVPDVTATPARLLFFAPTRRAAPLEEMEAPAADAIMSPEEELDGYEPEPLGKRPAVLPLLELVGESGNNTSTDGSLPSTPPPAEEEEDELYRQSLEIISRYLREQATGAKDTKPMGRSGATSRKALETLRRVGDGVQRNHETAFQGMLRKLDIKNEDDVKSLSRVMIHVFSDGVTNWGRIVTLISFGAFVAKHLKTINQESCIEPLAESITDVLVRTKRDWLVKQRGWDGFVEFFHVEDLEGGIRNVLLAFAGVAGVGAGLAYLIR
Mcl1 Bid PPI – disrupts binding of human Mcl-1 to Bid peptide; Q07820; TR-FRET Mcl-1/Bid-Dy647 peptide binding, 1536-well; inhibition, % at 21.7 µM; 220,000 compounds, 0.97% hits; AID 1021;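 active = compounds that cut the binding signal by more than half at the single screening dose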;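 also: His-tagged Mcl-1 with europium anti-His antibody binding Bid BH3 peptide; 0% = Mcl-1 plus peptide wells and 100% = peptide-only wells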
Mcl1 Noxa PPI – Mcl-1/Noxa interaction inhibition | AID 1022 | inhibition, % at 21.7 µM | TR-FRET Mcl-1/Noxa peptide binding, 2 h | 220,000 compounds, 1.5% hits;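 active = compounds that cut the protein-peptide binding signal by more than 50% relative to plate controls in a single-dose test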;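 also: His-tagged Mcl-1 with rhodamine Noxa BH3 peptide and terbium anti-His antibody; 0% = Mcl-1 plus Noxa peptide wells and 100% = peptide-only wells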
Pf gamet viab – P. falciparum stage V gametocyte viability inhibition | P. falciparum stage V gametocytes, ATP luminescence, 24 h | inhibition, % at 10.9 µM | 150,000 compounds, 0.065% hits;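 active = inhibition above the mean plus 3 SD of compounds within the control limits, set per campaign, cut at about 38% in these data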;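 also: 0% = DMSO wells and 100% = medium only without gametocytes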
Rac1 mut GTP – alters GTP binding to activated mutant human Rac1; P63000; GST-Rac1 activated beads, fluorescent GTP binding, flow cytometry; actives lie on both sides; 100% means binding = to untreated wells; percent activity (GTP binding), % at 10 µM; 190,000 compounds, 0.11% hits; AID 764;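 active = GTP binding at least 20 percentage points away from the 100% baseline, in either direction, so actives lie on both sides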
Cdc42 wt GTP – human Cdc42 wildtype GTP binding change, either direction | GST-Cdc42 beads, Bodipy-GTP binding, flow cytometry; actives lie on both sides | 190,000 compounds, 0.2% hits | percent activity (GTP binding), % at 10 µM | AID 761 | P60953;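 active = percent activity GTP binding at least 20 points away from the 100% baseline, either down as inhibitor or up as activator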;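 also: median bead fluorescence of bound Bodipy-FL-GTP at 100 nM; 0% = excess unlabeled GTP control and 100% = no compound control; below 100% means less GTP binding so inhibitor and above means activator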
Target sequence (P60953 whole entry, looked up): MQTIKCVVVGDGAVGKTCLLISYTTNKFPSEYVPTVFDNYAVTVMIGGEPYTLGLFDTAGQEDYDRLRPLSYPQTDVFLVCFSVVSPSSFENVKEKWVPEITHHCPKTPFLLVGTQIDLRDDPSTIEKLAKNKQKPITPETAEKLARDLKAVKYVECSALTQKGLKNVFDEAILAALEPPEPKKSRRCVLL
RGS8-Gao reg – regulators of human RGS8-Galphao interaction | P09471 | multiplexed bead flow cytometry, RGS8-Galphao binding; actives lie on both sides | response (percent of control binding), % at 10 µM | 220,000 compounds, 0.34% hits | AID 1423; in the data active = response below about 60% or above about 140%; inactive = in between;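 also: Galphao activated as the GDP aluminium fluoride complex binding bead-coupled RGS8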
HRas wt GTP – human HRas wildtype GTP binding, change in either direction | P01112 | GST-Ras wt beads, Bodipy-FL-GTP binding, flow cytometry; actives lie on both sides | GTP binding activity, % at 10 µM | 190,000 compounds, 0.14% hits;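 active = GTP binding activity at least 20% away from the 100% baseline, either lowered as inhibitor or raised as activator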;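 also: 0% = unlabeled GTP competition control and 100% = no-compound control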
Target sequence (P01112 whole entry, looked up): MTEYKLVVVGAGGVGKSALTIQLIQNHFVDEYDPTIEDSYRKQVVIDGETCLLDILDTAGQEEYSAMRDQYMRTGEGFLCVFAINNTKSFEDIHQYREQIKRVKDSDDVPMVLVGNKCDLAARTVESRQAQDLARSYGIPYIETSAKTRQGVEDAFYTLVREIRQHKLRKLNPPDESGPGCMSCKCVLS
Rab2 wt GTP – changes GTP binding to wildtype dog Rab2A, up or down | P61105 | GST-Rab2 wt beads, Bodipy-GTP binding, flow cytometry | GTP binding activity, % at 10 µM | 190,000 compounds, 0.19% hits | AID 760;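 active = GTP binding activity at least 20 points away from 100%, either lowered or raised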;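 also: 0% = beads with excess unlabeled GTP and 100% = no-compound control corrected for plate trend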
Rac1 wt GTP bind – modulators of human Rac1 wildtype GTP binding; P63000; GST-Rac1 beads, fluorescent GTP binding, flow cytometry; actives lie on both sides; 0 = cold GTP competed, 100 = untreated; GTP binding activity (% of control), % at 10 µM; 190,000 compounds, 0.27% hits; AID 757;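 active = GTP binding activity at least 20 points away from the 100% control level, either lower or higher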
* = called active by the depositor; · = no result given.

SMILES	Rab7 wt GTP bind	Mcl-1 Bim block	Mcl1 Bid PPI	Mcl1 Noxa PPI	Pf gamet viab	Rac1 mut GTP	Cdc42 wt GTP	RGS8-Gao reg	HRas wt GTP	Rab2 wt GTP	Rac1 wt GTP bind
CC(OC(=O)c1ccc(S(=O)(=O)NCc2ccco2)cc1)C(=O)Nc1ncc(Cl)cc1Cl (stereo not given)	100.0	-9.0	-59.1	5.7	8.9	101.0	95.0	100.2	101.0	96.0	107.0
Cc1nn(Cc2ccc(C(=O)n3cccn3)o2)c(C)c1Br	98.0	·	-0.5	-12.0	·	99.0	98.0	96.9	99.0	99.0	105.0
CCOc1cc(C(=O)NC(C)C2CCCO2)cc(OCC)c1OCC (stereo not given)	102.0	0.0	-49.2	-2.8	-28.0	92.0	106.0	99.3	96.0	94.0	96.0
Cc1nn(-c2ccccc2)c(Cl)c1C(=O)OC(C)C(=O)Nc1ccc2c(c1)OCO2 (stereo not given)	103.0	-5.0	0.3	-4.4	·	95.0	98.0	102.1	99.0	97.0	100.0
O=c1nc(-c2ccccc2)cc(-c2ccccc2)[nH]1	98.0	0.0	28.2	-5.4	4.4	97.0	97.0	99.8	97.0	96.0	98.0
Cc1nc(SCC(=O)NCc2ccco2)c2c3c(sc2n1)CCCC3	92.0	0.0	-14.9	-47.1	·	96.0	96.0	102.8	94.0	94.0	97.0
O=c1cc(O)sc2ccccc12	99.0	-5.0	-6.5	7.1	-0.1	93.0	94.0	88.1	94.0	93.0	98.0
O=C(Nc1nnc(-c2cccnc2)o1)c1cccc([N+](=O)[O-])c1	103.0	1.0	-17.3	13.6	·	93.0	88.0	99.8	92.0	92.0	93.0
N#CCSc1nc2ccccc2c(=O)n1CCCC(=O)NCC1CCCO1 (stereo not given)	95.0	2.0	-22.8	6.4	-47.5	96.0	96.0	95.2	95.0	96.0	98.0
CCOC(=O)Cn1nnnc1CN(Cc1cccs1)Cc1cc2cc(C)cc(C)c2[nH]c1=O	103.0	5.0	-4.2	-8.8	9.9	101.0	102.0	102.8	102.0	102.0	102.0
CCOC(=O)CC1=NN(c2ccccc2)C(=O)C1	94.0	3.0	-17.3	24.4	10.8	94.0	94.0	100.8	95.0	92.0	96.0
Cc1cc(C)n(Cc2ccc(C(=O)Nc3ccc(Br)cc3C)o2)n1	97.0	-2.0	-18.4	-0.4	10.3	98.0	99.0	100.8	100.0	100.0	101.0
Cc1ccc(CCN2CC(C(=O)NC3CCCC3)CC2=O)cc1 (stereo not given)	95.0	-4.0	-6.5	9.6	·	95.0	99.0	102.7	98.0	95.0	96.0
CCC(=O)c1c(OCc2ccccc2)ccc2c(C)cc(=O)oc12	89.0	-1.0	6.1	6.2	·	94.0	95.0	100.2	95.0	95.0	94.0
Cc1cc(C)c(C#N)c(N)n1	95.0	-1.0	-6.2	8.9	·	97.0	98.0	·	97.0	96.0	94.0
CCC(=O)Nc1nc(-c2ccc3c(c2)CC(C)N3S(C)(=O)=O)cs1 (stereo not given)	107.0	0.0	-13.3	1.9	9.0	98.0	102.0	104.5	101.0	101.0	103.0
c1cc(CNc2ccc(N3CCOCC3)cc2)ccn1	100.0	2.0	-73.2	9.1	-2.3	100.0	103.0	98.1	102.0	100.0	105.0
CSc1ccc(CN2CCN(CCC(C)C)C(CCO)C2)cc1 (stereo not given)	98.0	0.0	-54.0	-20.8	-24.2	99.0	104.0	97.3	100.0	103.0	101.0
COc1ccc2nc(NC(=O)CCN3C(=S)NC(C)(C)CC3C)sc2c1 (stereo not given)	99.0	-5.0	-50.3	0.4	-18.7	98.0	98.0	98.8	97.0	97.0	97.0
CCOC(=O)c1sc(NC(=O)Nc2ccccc2)cc1C	99.0	0.0	-2.1	21.0	-4.7	101.0	105.0	101.9	100.0	101.0	104.0
CCOC(=O)C1=C(C)NC(=O)NC1c1ccc(-c2ccc(Cl)cc2)o1 (stereo not given)	102.0	1.0	-44.7	3.0	13.2	96.0	96.0	102.8	96.0	97.0	96.0
Cc1ccccc1OCc1nnc(SCC(=O)Nc2ccc3c(c2)oc2ccccc23)n1C	95.0	0.0	-31.8	-3.2	·	98.0	99.0	101.3	100.0	96.0	99.0
Cc1sc(N/N=C/c2ccco2)nc1-c1ccccc1	96.0	0.0	-49.2	33.1	·	97.0	100.0	104.6	101.0	99.0	108.0
Cc1ccc(C)c2c(N)c3c(nc12)CCCCC3 (tested in a mixture with another compound)	96.0	0.0	-18.5	22.0	19.6	93.0	94.0	96.4	97.0	96.0	99.0

Some of the entries above in another layout.
Molecule | Rab7 wt GTP bind | Mcl-1 Bim block | Mcl1 Bid PPI | Mcl1 Noxa PPI | Pf gamet viab | Rac1 mut GTP | Cdc42 wt GTP | RGS8-Gao reg | HRas wt GTP | Rab2 wt GTP | Rac1 wt GTP bind
COc1ccc2nc(NC(=O)CCN3C(=S)NC(C)(C)CC3C)sc2c1 (stereo not given) | 99.0 | -5.0 | -50.3 | 0.4 | -18.7 | 98.0 | 98.0 | 98.8 | 97.0 | 97.0 | 97.0
CCC(=O)Nc1nc(-c2ccc3c(c2)CC(C)N3S(C)(=O)=O)cs1 (stereo not given) | 107.0 | 0.0 | -13.3 | 1.9 | 9.0 | 98.0 | 102.0 | 104.5 | 101.0 | 101.0 | 103.0

Other results follow.
SMILES	Rab7 wt GTP bind	Mcl-1 Bim block	Mcl1 Bid PPI	Mcl1 Noxa PPI	Pf gamet viab	Rac1 mut GTP	Cdc42 wt GTP	RGS8-Gao reg	HRas wt GTP	Rab2 wt GTP	Rac1 wt GTP bind
CCOC(=O)C1=NOC(COc2ccccc2C=O)C1 (stereo not given)	96.0	-4.0	-14.9	-19.0	16.6	96.0	94.0	98.5	96.0	95.0	99.0
Cc1cccc(-n2c(=O)c3c(C)c(C)sc3n(CC(N)=O)c2=O)c1	95.0	-2.0	3.1	8.2	-6.4	99.0	101.0	108.6	98.0	96.0	100.0
COc1cc(/C=C(\NC(=O)c2ccccc2)C(=O)Nc2cccc(O)c2)c([N+](=O)[O-])cc1OC	106.0	-1.0	-32.7	-19.7	·	102.0	107.0	98.3	105.0	107.0	101.0
CN1CCN(c2nc(C(N)=O)cc(-c3ccccc3)n2)CC1	103.0	-6.0	6.2	4.8	·	102.0	99.0	100.6	104.0	102.0	106.0
COc1ccc(CNC(=O)C(=O)NC2CC(C)(C)NC(C)(C)C2)cc1	107.0	0.0	-10.5	5.4	-12.2	96.0	96.0	100.9	102.0	102.0	105.0
CCc1ccc2oc(-c3cccc(N)c3)nc2c1	95.0	1.0	-2.8	7.0	-7.7	91.0	96.0	98.0	94.0	94.0	92.0
CCOC(=O)/C=c1\s/c(=C(\C#N)C(=O)OCC)n(-c2ccccc2)c1=O	101.0	-2.0	-4.2	3.6	·	98.0	101.0	100.0	102.0	99.0	102.0
CCOC(=O)c1cccc(S(=O)(=O)N(CCO)Cc2cc3cc(OC)c(OC)cc3[nH]c2=O)c1	101.0	-3.0	-21.2	0.8	·	99.0	98.0	101.5	100.0	103.0	103.0
COc1cc(/C=N/NC(=O)c2cccnc2)ccc1OC(=O)c1ccc2c(c1)OCO2	96.0	2.0	9.0	23.0	·	98.0	97.0	98.4	98.0	98.0	96.0
O=C(NNC(=O)c1ccccc1Br)c1cccc(Cl)c1	104.0	1.0	-22.2	0.6	·	101.0	106.0	93.9	105.0	105.0	102.0
O=C(NCC1CCC(C(=O)O)CC1)c1cccnc1 (stereo not given)	97.0	1.0	-1.1	-10.8	5.3	98.0	100.0	100.1	99.0	99.0	103.0
CCN1C(=O)C2C(C1=O)N1C(c3ccccc3)C3C(=O)N(CC)C(=O)C3N1C2c1ccccc1 (stereo not given)	103.0	-2.0	13.8	5.8	11.0	99.0	102.0	101.5	103.0	100.0	104.0
CN=C1CC(C)(C)CC(=O)/C1=C(/O)CCC(=O)NC	99.0	-7.0	-8.8	15.8	·	99.0	101.0	102.7	100.0	98.0	108.0
O=C(Nc1ccc(N2CCN(Cc3ccccc3)CC2)cc1)c1cccnc1	103.0	-5.0	-23.2	28.8	·	99.0	102.0	107.7	104.0	105.0	105.0
CC1=NN(c2ccccc2)C(=O)/C1=C/C=C/c1ccccc1	96.0	-2.0	-10.2	3.5	11.2	94.0	89.0	98.7	95.0	94.0	92.0
O=C1NCCCCC1NC1CC(=O)N(c2ccccc2)C1=O (stereo not given)	95.0	-4.0	-7.6	·	·	94.0	96.0	100.8	98.0	95.0	91.0
Cc1ccnc(NC(=O)Nc2ccc(F)cc2)c1	99.0	-3.0	1.3	-3.2	·	96.0	99.0	98.9	100.0	99.0	99.0
COc1ccc(C(=O)Nc2ccc(-c3ccc(NC(=O)c4ccc(OC)cc4)c(OC)c3)cc2OC)cc1	98.0	-5.0	-12.1	-7.0	2.0	101.0	103.0	102.5	101.0	100.0	100.0
CCOc1ccccc1C1C(C(N)=O)=C(C)Nc2nc(-c3ccccc3Cl)nn21 (stereo not given)	103.0	-2.0	-2.1	-3.8	·	100.0	103.0	82.5	102.0	102.0	104.0
O=C(Cn1nnc(-c2ccc(CN3CCOCC3)cc2)n1)N(c1ccccc1)c1ccccc1	102.0	-2.0	-29.7	4.2	-10.5	98.0	97.0	98.0	99.0	100.0	96.0
COc1ccc([N+](=O)[O-])cc1NC(=O)Cc1noc2ccccc12	96.0	-1.0	6.6	-5.8	-21.2	97.0	96.0	99.9	96.0	93.0	98.0
O=C(Cc1ccccc1)NCC(=O)OCc1ccc([N+](=O)[O-])cc1	97.0	-4.0	7.4	0.1	·	99.0	100.0	94.7	98.0	97.0	101.0
COC(=O)C1=C(C)NC(C)=C(C(=O)OC)C1c1ccc(-c2cccc(Cl)c2Cl)o1	100.0	-5.0	-6.1	10.8	5.0	97.0	99.0	98.5	97.0	96.0	101.0

An excerpt from above in order of SMILES length, lowest first:
SMILES	Rab7 wt GTP bind	Mcl-1 Bim block	Mcl1 Bid PPI	Mcl1 Noxa PPI	Pf gamet viab	Rac1 mut GTP	Cdc42 wt GTP	RGS8-Gao reg	HRas wt GTP	Rab2 wt GTP	Rac1 wt GTP bind
COc1ccc([N+](=O)[O-])cc1NC(=O)Cc1noc2ccccc12	96.0	-1.0	6.6	-5.8	-21.2	97.0	96.0	99.9	96.0	93.0	98.0
O=C(Cc1ccccc1)NCC(=O)OCc1ccc([N+](=O)[O-])cc1	97.0	-4.0	7.4	0.1	·	99.0	100.0	94.7	98.0	97.0	101.0
CCOc1ccccc1C1C(C(N)=O)=C(C)Nc2nc(-c3ccccc3Cl)nn21 (stereo not given)	103.0	-2.0	-2.1	-3.8	·	100.0	103.0	82.5	102.0	102.0	104.0
O=C(Cn1nnc(-c2ccc(CN3CCOCC3)cc2)n1)N(c1ccccc1)c1ccccc1	102.0	-2.0	-29.7	4.2	-10.5	98.0	97.0	98.0	99.0	100.0	96.0

High-throughput results from PubChem.
